# High-throughput results deposited in PubChem BioAssay by National Center for Advancing Translational Sciences (NCATS).
# FEN1 inhibitor: inhibitors of human flap endonuclease 1. P39748. Recombinant FEN1 flap cleavage, fluorescence, 15 min. Potency, µM (doses to about 114 µM), inactives show at the highest dose activity change, negative = inhibition, usual class: inhibitors. actives 0.35% (n = 390,000); also: nearly all actives have a fitted effect of over 65% in size
# Target sequence (P39748 whole entry, looked up): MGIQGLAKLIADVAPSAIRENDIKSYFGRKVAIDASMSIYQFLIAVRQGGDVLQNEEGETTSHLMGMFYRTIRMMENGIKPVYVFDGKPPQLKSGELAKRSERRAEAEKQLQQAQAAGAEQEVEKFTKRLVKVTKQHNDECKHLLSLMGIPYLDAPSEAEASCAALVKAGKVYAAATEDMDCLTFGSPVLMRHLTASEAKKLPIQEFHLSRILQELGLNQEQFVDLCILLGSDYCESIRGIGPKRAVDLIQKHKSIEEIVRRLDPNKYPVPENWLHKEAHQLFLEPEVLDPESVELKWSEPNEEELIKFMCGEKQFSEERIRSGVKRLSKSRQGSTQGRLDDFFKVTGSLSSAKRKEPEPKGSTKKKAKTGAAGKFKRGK
#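 FEN1 at 10 nM preincubated with compounds 15 min at room temperature, then flap DNA substrate added at 50 nM final. Signal read at 0 and 15 min; concentration-response fitted with four-parameter Hill equation.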
# TDP1 inh: TDP1 (human) enzyme inhibition. recombinant TDP1, AlphaScreen DNA substrate cleavage. Potency, µM (top dose mostly 130 µM), without a hit: at the highest dose activity change, negative = inhibition, hits mostly inhibitors. actives 0.28% (n = 350,000). AID 485290; also: nearly all actives have a fitted effect of over 40% in size
# Target sequence (Q9NUW8 whole entry, looked up): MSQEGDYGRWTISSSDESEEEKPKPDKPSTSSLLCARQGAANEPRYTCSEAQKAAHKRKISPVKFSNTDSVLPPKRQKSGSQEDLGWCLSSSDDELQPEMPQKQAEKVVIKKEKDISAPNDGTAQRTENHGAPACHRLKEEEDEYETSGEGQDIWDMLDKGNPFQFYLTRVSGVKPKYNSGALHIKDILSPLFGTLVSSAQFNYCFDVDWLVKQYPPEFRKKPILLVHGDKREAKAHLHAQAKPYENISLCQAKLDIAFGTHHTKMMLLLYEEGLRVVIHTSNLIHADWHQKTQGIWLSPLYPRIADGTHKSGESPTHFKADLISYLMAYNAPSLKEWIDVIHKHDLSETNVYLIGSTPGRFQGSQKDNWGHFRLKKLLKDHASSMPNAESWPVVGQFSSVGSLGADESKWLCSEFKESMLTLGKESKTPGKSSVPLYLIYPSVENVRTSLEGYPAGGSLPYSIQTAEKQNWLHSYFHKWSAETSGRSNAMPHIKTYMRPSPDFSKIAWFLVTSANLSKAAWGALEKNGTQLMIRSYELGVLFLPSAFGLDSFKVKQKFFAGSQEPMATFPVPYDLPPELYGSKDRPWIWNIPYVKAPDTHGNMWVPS
#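 AlphaScreen read-out: signal falls as enzyme removes the 3' tyrosine-FITC from a 5'-biotinylated DNA oligo (15 nM, 5 min, RT). Enzyme was E. coli-made recombinant Tdp1 at 1 nM, exposed to compound for 15 min beforehand; beads 10 ug/ml, 10 min.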
# N370S GC: N370S glucocerebrosidase modulation, Gaucher chaperone candidate | P04062 | N370S GC spleen homogenate, 4MU-glucoside fluorescence | Potency, µM (highest dose often 59.4 µM), inactives show top-dose activity change, negative = inhibition, usual class: inhibitors | actives 0.092% (n = 330,000);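 also: 0% = full enzyme activity and -100% = no enzyme basal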
# * = called active by the depositor; ? = inconclusive; . = not tested or not shown; & = joins results of further samples; [ ] = remark or other dose. Calls follow the shape of the dose curve; as a rule, active = well fitted curve in the direction sought with a large enough effect; inconclusive = small, poorly fitted or top-dose-only effect, or another doubt; inactive = no such curve, though single readings can be large; an effect the other way counts as inactive or inconclusive. Unless noted, % is scaled to controls: 0 for no effect and ±100 for the full control effect; potency is read from the fitted curve at half-maximal effect.
SMILES,FEN1 inhibitor,TDP1 inh,N370S GC
COc1ccc([C@@H]2CC(=O)c3c(O)cc(O[C@@H]4O[C@H](CO)[C@@H](O)[C@H](O)[C@H]4O[C@@H]4O[C@@H](C)[C@H](O)[C@@H](O)[C@H]4O)cc3O2)cc1,.,10%,3%
CCOC(=O)c1ccc(NC(=O)CSc2nc(C)c(Cc3ccccc3)c(=O)[nH]2)cc1,-4%,-5%,.
CCOc1ccc(-c2cn3ccccc3n2)cc1[N+](=O)[O-],3%,3%,8%
COc1ccc(NC(=O)CSc2n[nH]c(=O)n2C2CC2)cc1OC,-7%,-2%[56.1 µM],.
Cc1ccccc1CS(=O)(=O)CCC(=O)NCCCN1CCN(c2ccccc2F)CC1,-3%,5%,9%
COc1cccc(-c2c(-c3cc(OC)cc(OC)c3)n(C)c3ccc(-c4cnc(OC)nc4)cc23)c1,-12%,2%,.
Cc1cccc(NC(=O)c2cccc(N3C(=O)CCC3=O)c2)c1,-4%,0%,-23%
COc1ccc(-c2c3c(cc(C)[n+]2[O-])oc2ccc(OC)cc23)cc1,-7%,1%,2%
CC(C)(C)C(=O)NC(=S)Nc1ccc(Cc2ccncc2)cc1,3%,5%,0%
COc1ccc(-c2nn(-c3ccccc3)cc2CN2CCCO2)c(F)c1,-6%,.,-5%
CCCCCCN(C(=O)CCl)c1ccccc1,-17%,6%,6%
O=C(Nc1ccc(Cl)cc1)Nc1nnc(CSCc2ccccc2)s1,-1%,-3%,2%
CCCOC(=O)c1c(NC(=O)c2cnn3c2NC(c2ccccc2)CC3C(F)(F)F)sc2c1CCCC2 (stereo not given),1%,5%,12%
Cn1c(=O)c(C(=O)c2ccccc2)nc2ccccc21,-2%,8%,-5%
CCn1c(Cc2ccccc2)nnc1SCC(=O)Nc1ccccc1O,4%,5%,0%
Cc1nn2c(N)csc2nc1=O,.,-11%,5%
Cc1ccc(S(=O)(=O)Nc2cc(=O)[nH]c(SCc3ccc(Cl)cc3)n2)cc1,-8%,8%,-6%
Cc1ncc(N=Nc2ccc(F)cc2)c(-c2ccc(Cl)cc2)n1,-4%,3%,-1%
CC(C)COC(=O)c1ccccc1N1C(=O)C2C3CCC(C3)C2C1=O (stereo not given),9%,0%,0%
O=C(CCNC(=O)c1ccccc1)NN=Cc1ccc(Br)o1,-12%,14µM*,.
CCOC(=O)Cc1csc(NC(=O)C2CCCN(S(=O)(=O)c3cnc[nH]3)C2)n1 (stereo not given),4%,-4%,-4%
Cc1ccc(NC(=O)c2cc(S(=O)(=O)c3ccccc3)ccc2Cl)cc1,-4%,7%,-1%
Cc1ccc(Nc2c(-c3ccc(C)cc3)nc3ccc(C)cn23)cc1,-2%,0%,.
COc1ccc(NC(=O)N2CCCC(C(=O)NC(C)C)C2)cc1 (stereo not given),-7%,-1%[56.1 µM],-2%
O=C(NCc1cc(C(F)(F)F)ccc1F)C1CCC(=O)N(C2CCCCCC2)C1 (stereo not given),23%,0%,?
Cn1ncc(-c2ccno2)c1C(=O)O,25%,5%,0%
Cc1ccc(/C(O)=C2/C(=O)C(=O)N(Cc3ccco3)C2c2cccs2)cc1 (stereo not given),11%,3%,-7%
Cc1ccc(CN2C(=O)CCC2C(=O)NCc2cccnc2)cc1 (stereo not given),1%,1%,4%
O=C(Nc1ccc(F)cc1)c1nc2c(nnn2Cc2cccc3ccccc23)c(=O)[nH]1,-10%,.,-4%
COc1ccc(OC)c(NC(=O)CN(Cc2ccc(F)cc2)C2CCCCC2)c1,4%,5%,?
COCC(C)n1c(C)cc(C(=O)CSc2nnc(-c3ccco3)o2)c1C (stereo not given),-15%,4%,.
COc1ccc(N2CCN(C(=O)CNC(=O)Cn3c(C)cc4ccccc4c3=O)CC2)cc1,2%,-3%,?
CCOC(=O)c1cc(C)[nH]c(=S)c1C#N,-2%,7%,-4%
O=C(NNc1nc(-c2ccccc2)c2cc(Br)ccc2n1)c1ccc(S(=O)(=O)N2CCOCC2)cc1,-5%,9%,-26%
FC(F)(F)c1cc(-c2cccs2)nc2nc(N3CCOCC3)sc12,-3%,4%,?
COc1cc(NC(=O)C2CC(=O)N(CCc3ccccc3)C2)cc(OC)c1 (stereo not given),10%,0%,-2%
CCc1ccccc1NC(=O)C1CCN(S(=O)(=O)c2ccc3[nH]c(=O)ccc3c2)CC1,13%,2%,.
CCOc1ccc(Oc2ccccc2NS(=O)(=O)c2ccc(CCC(=O)O)cc2)cc1,-4%,?,.
O=C(CC(=O)N/N=C/c1c(F)cccc1Cl)NCCc1ccccc1,3%,2%,-10%
O=C(O)c1ccccc1C(=O)c1ccc2c(c1)CCC2,12%,.,15%
Cc1cccc(/C=N/Nc2nncc3ccccc23)c1,-8%,5%,6%
Clc1ccc2nc(-c3ccccc3)cn2c1,-11%,.,-12%
COc1ccccc1C(=O)NCCC(=O)Nc1ccc(S(=O)(=O)N2CC(C)CC(C)C2)cc1 (stereo not given),4%,0%,.
CCCN(Cc1nnc(-c2cccs2)o1)C(=O)CN1C(=O)NC2(CCCCC2)C1=O,-3%,-9%,3%
O=c1[nH]c(=O)n(C2CCCCC2)c(O)c1C1=Nc2ccccc2SC(c2ccccc2)C1 (stereo not given),-1%,0%,.
NC(=O)c1ccsc1NC(=O)COC(=O)CCCOc1ccccc1,-1%,8%,-2%
COc1ccc2c(c1)cc(C(O)c1ccccn1)n2S(=O)(=O)c1ccccc1 (stereo not given),-9%,6%,-1%
Cc1cc(C)n(-c2ccc(C(=O)Nc3cc(S(=O)(=O)N(C)C)ccc3Cl)cc2)n1,3%,3%,-5%
C/C=C/C(=O)OCC(=O)Nc1ccc(C)c(S(=O)(=O)N(C)C)c1,0%,0%,7%
C=CCn1c(C)cc(C(=O)Cn2c(C(C)O)nc3ccccc32)c1C (stereo not given),-5%,-3%,1%
CCOc1ccc(S(=O)(=O)Nc2ccc(S(=O)(=O)N3CCOCC3)cc2)cc1,-2%,-2%,-9%
O=C(NC1CCCCCCC1)c1c(O)c2ccccc2[nH]c1=O,6%,2%,20%
O=C(CCc1ccccc1)Nc1ccc(Cl)cn1,-13%,4%,-5%
COC(=O)[C@@]1(Cc2ccc(F)cc2)[C@H]2c3cc(C(=O)N4CCCC4)n(CCc4ccccn4)c3C[C@H]2CN1C(=O)c1ccccc1,-7%,1%&18%,2%&-2%
COc1cccc(C2c3[nH]c4ccccc4c3C[C@H]3C(=O)N(CCCOC(C)C)CC(=O)N23)c1 (stereo not given in full),-17%,.,-7%
N=c1c(C(=O)NCC2CCCO2)cc2c(=O)n3ccccc3nc2n1Cc1cccnc1 (stereo not given),-12%,0%,18%
CC(=O)Nc1cc(NC(C)=O)cc(C(=O)N2CCCC3CCCCC32)c1 (stereo not given),-20%,.,-18%
O=C(NC1CCCCC1)C(c1cccs1)N(C(=O)C(F)(F)F)c1ccccc1 (stereo not given),14%,-2%,?
CC(C)[C@H]1COCCS(=O)(=O)N1Cc1ccccc1-c1cccc(Cl)c1,?,0%[56.1 µM],.
O=C(O)CC/C(=N\NC(=O)CNC(=O)/C=C/c1ccccc1)c1ccccc1,-2%,.,-4%
# (further entries)
SMILES,FEN1 inhibitor,TDP1 inh,N370S GC
CCNc1nc(N)nc(Oc2ccc(OCC(=O)OC)nn2)n1,13%,5%,.
Cc1ccc(-c2nnc3c4ccccc4c(C)nn23)cc1NC(=O)CN1CCOCC1,.,1%,5%
O=C(O)/C=C/c1ccc2noc(-c3ccccc3)c2c1,7%,4%,-21%
CCCc1cc(=O)[nH]c(SCC(=O)N2C(C)CCCC2C)n1 (stereo not given),-2%,13%,-3%
CN(CC(=O)O)S(=O)(=O)c1ccc2[nH]c(=O)c(=O)[nH]c2c1,-7%,.,-2%
C=CCn1c2c(c(=O)[nH]c1=S)CN(C(C)c1ccccc1)CN2 (stereo not given),-14%,.,3%
O=C(O)C1=CCCN(CCON=C(c2ccccc2)c2ccccc2)C1,16%,-5%[56.1 µM],-2%&2%&-2%&-13%
O=C(O)C1CC(c2ccc(F)cc2)=NO1 (stereo not given),-2%,2%,-4%
CCc1ccccc1NC(=O)Cn1c(=O)oc2ccccc21,-5%,5%,.
C[C@H](NC(=O)c1nc[nH]c1C(=O)N[C@@H](Cc1ccccc1)C(=O)OCc1ccccc1)C(=O)OCc1ccccc1,-23%,.,18%
Cc1ccn2c(=O)nc(SCC(=O)Nc3cc(C)on3)nc2c1,12%,-5%,-9%
CCOC(=O)C1=C(C)NC(C)=C(C(=O)OC)C1c1cccc([N+](=O)[O-])c1 (stereo not given),-15%,3%,1%&-10%&-2%&-1%&-4%&9%
COc1ccccc1CNc1nccn(-c2ccc(F)cc2)c1=O,-1%,5%,.
COc1cccc(/C=N/NC(=O)C(=O)NCc2cccnc2)c1,-12%,4%,1%
Cc1ccc(OCCn2c(COc3ccc(Cl)cc3)nc3ccccc32)cc1,1%,2%,.
O=C(Cn1cnc2c(NCc3ccccc3)ncnc21)NCc1ccccc1,-4%,0%[56.1 µM],.
Cc1cc(C)cc(C(=O)OCC(=O)NC(=O)NC2CCCC2)c1,4%,0%,.
CC(C)c1ccc(C2NC(=O)CCC2[N+](=O)[O-])cc1 (stereo not given),4%,8%,-9%
Cc1nc(-c2ccccc2)c(-c2ccncc2)o1,.,10%,-1%
CCc1ccc(NC(=O)N2CC=C(c3c[nH]c4ccccc34)CC2)cc1,-14%,2%,.
CSc1ccc(CN2C(=O)NC3(CCCCC3)C2=O)cc1,-2%,-1%,-1%
COc1ccc(CNS(=O)(=O)c2ccc3c(c2)C(C)(C)C(=O)N3C)cc1OC,-1%,-3%,.
CCOC(=O)CSc1nc2c(c(=O)[nH]c(=O)n2C)n1CCc1ccccc1,12%,3%,-9%
Cc1noc(C)c1C(=O)Nc1ccc(F)c(F)c1,-1%,2%,4%
Cc1cc(C)c2c(-n3cccc3)c(C(=O)NCc3cccc(F)c3)sc2n1,-8%,6%,.
Cc1ccc(CN2CCNC(=O)C2CC(=O)N(C)CCc2cnn(C)c2)cc1 (stereo not given),5%,3%,3%
O=c1cc(CSc2nnnn2-c2ccccc2)nc2sccn12,1%,-5%,-6%
Cc1oc(/N=C/c2ccc(F)cc2)c(C#N)c1C,-8%,.,3%
Cc1ccc(S(=O)(=O)CC#CCOC(=O)c2ccc([N+](=O)[O-])cc2)cc1,.,1%,-2%
Cc1cc(C(=O)N2CCN(c3ccc([N+](=O)[O-])cc3)CC2)no1,-3%,-1%,-7%
CC1(C)OC(=O)C=C(CC2NS(=O)(=O)OC3CCCCC23)O1 (stereo not given),-8%,.,1%
O=C(O)CCCCCN1C(=O)c2ccc(C(=O)O)cc2C1=O,12%,0%,18%[2.35 µM]
CN(c1ccccc1)S(=O)(=O)c1ccc(Cl)c(C(=O)Nc2ccc(-c3nc4ccccc4[nH]3)cc2)c1,-3%,1%,-8%
C/C=C/C(=O)OCC(=O)Nc1cccc(F)c1,-15%,3%,1%
O=C(Nc1cccc(F)c1)Nc1ccc2c(c1)OCO2,-18%,5%[56.1 µM],2%

# Gathered by group: those above containing an NH in an aromatic ring (17)
SMILES,FEN1 inhibitor,TDP1 inh,N370S GC
CCOC(=O)c1ccc(NC(=O)CSc2nc(C)c(Cc3ccccc3)c(=O)[nH]2)cc1,-4%,-5%,.
COc1ccc(NC(=O)CSc2n[nH]c(=O)n2C2CC2)cc1OC,-7%,-2%[56.1 µM],.
Cc1ccc(S(=O)(=O)Nc2cc(=O)[nH]c(SCc3ccc(Cl)cc3)n2)cc1,-8%,8%,-6%
CCOC(=O)Cc1csc(NC(=O)C2CCCN(S(=O)(=O)c3cnc[nH]3)C2)n1 (stereo not given),4%,-4%,-4%
O=C(Nc1ccc(F)cc1)c1nc2c(nnn2Cc2cccc3ccccc23)c(=O)[nH]1,-10%,.,-4%
CCOC(=O)c1cc(C)[nH]c(=S)c1C#N,-2%,7%,-4%
CCc1ccccc1NC(=O)C1CCN(S(=O)(=O)c2ccc3[nH]c(=O)ccc3c2)CC1,13%,2%,.
O=c1[nH]c(=O)n(C2CCCCC2)c(O)c1C1=Nc2ccccc2SC(c2ccccc2)C1 (stereo not given),-1%,0%,.
O=C(NC1CCCCCCC1)c1c(O)c2ccccc2[nH]c1=O,6%,2%,20%
COc1cccc(C2c3[nH]c4ccccc4c3C[C@H]3C(=O)N(CCCOC(C)C)CC(=O)N23)c1 (stereo not given in full),-17%,.,-7%
CCCc1cc(=O)[nH]c(SCC(=O)N2C(C)CCCC2C)n1 (stereo not given),-2%,13%,-3%
CN(CC(=O)O)S(=O)(=O)c1ccc2[nH]c(=O)c(=O)[nH]c2c1,-7%,.,-2%
C=CCn1c2c(c(=O)[nH]c1=S)CN(C(C)c1ccccc1)CN2 (stereo not given),-14%,.,3%
C[C@H](NC(=O)c1nc[nH]c1C(=O)N[C@@H](Cc1ccccc1)C(=O)OCc1ccccc1)C(=O)OCc1ccccc1,-23%,.,18%
CCc1ccc(NC(=O)N2CC=C(c3c[nH]c4ccccc34)CC2)cc1,-14%,2%,.
CCOC(=O)CSc1nc2c(c(=O)[nH]c(=O)n2C)n1CCc1ccccc1,12%,3%,-9%
CN(c1ccccc1)S(=O)(=O)c1ccc(Cl)c(C(=O)Nc2ccc(-c3nc4ccccc4[nH]3)cc2)c1,-3%,1%,-8%
